Compound activity from PubChem.
PAD4 inh = human PAD4 inhibitors, primary screen, biochemical, fluorescence polarization, 1536-well format; Protein-arginine deiminase type-4 (Homo sapiens), Q9UM07; recombinant PAD4, RCA probe fluorescence polarization; inhibition, % at 6.36 µM; 330,000 compounds, 0.41% hits; AID 485272, 2010;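 active means percent inhibition above a cutoff equal to the mean of all tested compounds plus 3 SD, cut at about 15% in these data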;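 further: 0% = PAD4 with RCA probe and DMSO and 100% = probe without PAD4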
pPAFAH FP inh = pPAFAH enzyme inhibitors, primary screen, biochemical, fluorescence polarization, human. Platelet-activating factor acetylhydrolase (Homo sapiens), Q13093. recombinant pPAFAH, FP-rhodamine probe fluorescence polarization. inhibition, % at 3.39 µM. 330,000 compounds, 1.5% hits. AID 463082, 2010;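 active means inhibition above the mean inhibition across the screen plus 3 SD, cut at about 25% in these data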;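 further: inhibitors block binding of the rhodamine activity-based probe so polarization drops; 0% = enzyme with DMSO and 100% = wells lacking pPAFAH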
PAFAH1B2 inh = PAFAH1B2 enzyme inhibitors, primary screen, biochemical, fluorescence polarization, human. inhibition, % at 3.39 µM. AID 492953, 2010. recombinant PAFAH1B2, FP-rhodamine activity probe. 340,000 compounds, 1.2% hits. Platelet-activating factor acetylhydrolase IB subunit alpha2 (Homo sapiens), P68402;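 active means inhibition above the mean of all tested compounds plus 3 SD, cut at about 24% in these data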;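 further: 0% = enzyme with DMSO and 100% = wells lacking PAFAH1B2; many of its hits are not listed in these tables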
PME-1 inh = PME-1 inhibitors via competitive probe labeling, primary screen, biochemical, fluorescence polarization, FP-Rh probe, HTS. Protein phosphatase methylesterase 1 (Homo sapiens), Q9Y570. recombinant PME-1. inhibition, % at 5.9 µM. 320,000 compounds, 0.53% hits;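 active means inhibition above the campaign mean of all compounds plus 3 SD, cut at about 26% in these data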;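 further: competitive labeling of PME-1 active site by serine hydrolase directed probe; 0% = PME-1 with DMSO and 100% = wells lacking PME-1 enzyme; inhibitors block probe labeling so polarization falls and inhibition rises; many of its hits are not listed in these tables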
Target sequence (Q9Y570 whole entry, looked up): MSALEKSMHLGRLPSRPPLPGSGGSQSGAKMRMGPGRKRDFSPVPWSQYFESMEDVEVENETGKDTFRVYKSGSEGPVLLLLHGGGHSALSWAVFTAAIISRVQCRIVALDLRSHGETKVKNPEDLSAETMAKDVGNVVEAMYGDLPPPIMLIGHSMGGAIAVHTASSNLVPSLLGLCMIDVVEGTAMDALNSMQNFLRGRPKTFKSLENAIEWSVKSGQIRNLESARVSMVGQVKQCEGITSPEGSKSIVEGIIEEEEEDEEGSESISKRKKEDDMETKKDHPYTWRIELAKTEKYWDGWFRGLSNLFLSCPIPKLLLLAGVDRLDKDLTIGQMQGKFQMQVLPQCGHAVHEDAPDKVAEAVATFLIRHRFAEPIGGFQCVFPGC
LYPLA2 inh = LYPLA2 inhibitors, primary screen, counter-screen for PME1 inhibitor project, biochemical, fluorescence polarization, FP-Rh probe ABPP; Acyl-protein thioesterase 2 (Homo sapiens), O95372; recombinant LYPLA2; inhibition, % at 5.9 µM; 320,000 compounds, 0.38% hits; AID 2177, 2009;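 active means inhibition above the screen-wide mean plus 3 SD, limit set per campaign, cut at about 26% in these data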;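 further: 0% = LYPLA2 with DMSO and 100% = wells lacking LYPLA2 enzyme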
GSTO1 inh = inhibitors of recombinant GSTO1, primary screen, counter-screen for RBBP9 inhibitor project, biochemical, fluorescence polarization; AID 1974, 2009; Glutathione S-transferase omega-1 (Homo sapiens), P78417; activity-based probe fluorescence polarization; 300,000 compounds, 1.1% hits; inhibition, % at 5.96 µM;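 active means inhibition above the campaign mean inhibition plus 3 SD, cut at about 35% in these data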;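 further: 0% = GSTO1-1 with DMSO and 100% = wells lacking GSTO1-1 enzyme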
PAFAH1B3 FP inh = PAFAH1B3 enzyme inhibitors, primary screen, biochemical, fluorescence polarization, human; Platelet-activating factor acetylhydrolase IB subunit alpha1 (Homo sapiens), Q15102; recombinant PAFAH1B3, FP-rhodamine probe; inhibition, % at 3.39 µM; 340,000 compounds, 0.28% hits;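 active means inhibition above the screen-wide average of all tested compounds plus 3 SD, cut at about 25% in these data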;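 further: 0% = enzyme with DMSO only and 100% = wells lacking PAFAH1B3 protein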
Target sequence (Q15102 whole entry, looked up): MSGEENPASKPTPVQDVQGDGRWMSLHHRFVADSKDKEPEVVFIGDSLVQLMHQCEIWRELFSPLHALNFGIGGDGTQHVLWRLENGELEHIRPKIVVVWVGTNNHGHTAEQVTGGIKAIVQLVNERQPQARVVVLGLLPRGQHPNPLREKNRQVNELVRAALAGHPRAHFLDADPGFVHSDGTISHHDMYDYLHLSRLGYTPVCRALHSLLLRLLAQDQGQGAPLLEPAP
LYPLA1 inh = LYPLA1 inhibitors, primary screen, counter-screen for PME1 inhibitor project, biochemical, fluorescence polarization, FP-Rh probe ABPP. Acyl-protein thioesterase 1 (Homo sapiens), O75608. recombinant LYPLA1. inhibition, % at 5.9 µM. 320,000 compounds, 0.16% hits. AID 2174, 2009;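 active means inhibition above the mean of all tested compounds plus 3 SD, set per campaign, cut at about 14% in these data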;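 further: inhibitors block serine hydrolase probe labeling of LYPLA1 so polarization falls; 0% = enzyme with DMSO and 100% = wells lacking LYPLA1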
Target sequence (O75608 whole entry, looked up): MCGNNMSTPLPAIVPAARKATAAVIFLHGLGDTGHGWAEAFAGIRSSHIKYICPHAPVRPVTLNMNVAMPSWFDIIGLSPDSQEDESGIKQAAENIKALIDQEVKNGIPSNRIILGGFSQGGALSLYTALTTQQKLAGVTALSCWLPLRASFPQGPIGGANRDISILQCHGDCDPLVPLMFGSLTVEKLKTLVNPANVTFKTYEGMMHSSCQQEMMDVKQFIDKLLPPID
PREPL inhibitor = PREPL enzyme inhibitors, primary screen, biochemical, fluorescence polarization | recombinant PREPL, fluorescence polarization activity-based probe | inhibition, % at 5.96 µM | 320,000 compounds, 0.68% hits | AID 2751, 2010; in the data active means inhibition above about 43%;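 further: 0% = enzyme with DMSO and 100% = wells lacking enzyme; many of its hits are not listed in these tables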
An asterisk follows results filed as active; . = not tested or not shown. Not all compounds are listed; the hit share may differ from the screen's.

structure | PAD4 inh | pPAFAH FP inh | PAFAH1B2 inh | PME-1 inh | LYPLA2 inh | GSTO1 inh | PAFAH1B3 FP inh | LYPLA1 inh | PREPL inhibitor
CC(C(=O)Nc1sc2c(c1C(=O)NCC1CCCO1)CCC2)N1C(=O)c2ccccc2C1=O (centres undefined) | 3 | -2 | 0 | 1 | 2 | 2 | 3 | -6 | 4
Cn1ncc([N+](=O)[O-])c1C(=O)Nc1cccc(Cl)c1 | -2 | -5 | 3 | -5 | -5 | 12 | 8 | 0 | 2
COc1ccc(NCc2nnc(SCc3ccc(Cl)cc3)n2-c2ccccc2)cc1 | -5 | 12 | 12 | 3 | 3 | 5 | 0 | 4 | 52*
CSc1ccc(CNCc2ccc3c(c2)OCO3)cc1 | -1 | 1 | 2 | 1 | 1 | -7 | -1 | 0 | -8
Cc1occc1-c1nnc(SCC(=O)NC2CCCCC2)o1 | 5 | 0 | 5 | -1 | 5 | . | 5 | 3 | 1
CCCCc1cc(=O)oc2c(C)c(OCC(=O)N3CCCC3)ccc12 | -2 | 1 | -9 | 3 | -1 | -3 | 5 | -2 | 11
CCN1C(=O)S/C(=C/c2ccc(Oc3ccc([N+](=O)[O-])cn3)c(OC)c2)C1=O | -5 | 5 | 5 | -2 | 32* | 1 | 10 | 4 | 14
COC(=O)C1=C(C)N(c2ccc(Cl)cc2)/C(=C/c2ccc(O)cc2)C1=O | 3 | -1 | 7 | 6 | -1 | -7 | 2 | -2 | 4
Cc1cccc(CSc2nc3c(c(=O)[nH]2)CCC3)c1 | -2 | 20 | 0 | 1 | 0 | -7 | -5 | 1 | -1
Cc1ccc(C(=O)Nc2cccc(S(=O)(=O)N(C)c3ccccc3)c2)o1 | -3 | 2 | 0 | -3 | -7 | . | 5 | -7 | -10
Cn1nc([N+](=O)[O-])c2c(-c3nc4ccccc4s3)c(N)n(C3CCCCC3)c2c1=O | 0 | 8 | -1 | 8 | -2 | 1 | 7 | -1 | 19
CC(C)NC(=O)/C(C#N)=C\c1ccc(N(C)C)c(Br)c1 | 1 | 5 | 0 | 3 | 0 | 1 | 1 | -2 | 1
CC12CCC(C(=O)n3c1nc1ccccc13)C2(C)C (centres undefined) | -3 | -9 | 5 | -6 | -5 | 3 | 5 | -3 | -11
CCOc1ccc(S(=O)(=O)Nc2ccc(C(=O)NCCCN3CCOCC3)cc2)cc1 | 0 | 6 | 1 | 1 | -3 | -3 | 3 | -2 | -2
Cn1nc(C(F)(F)F)c(CNC(=O)C(C)(C)CCl)c1N1CCOCC1 | 1 | 7 | 1 | 5 | 6 | 4 | 0 | 2 | 1
Cc1ccccc1N1CCN(c2ccc(NC(=O)C3CCCCC3C(=O)O)cc2)CC1 (centres undefined) | -9 | 19 | 0 | -2 | 6 | 8 | 1 | -2 | 23
C=CCn1cccc(C(=O)Nc2ccc(C)cc2)c1=O | -7 | -2 | 1 | -1 | -10 | 2 | 4 | 1 | 6
COc1cc(C)cc(CN2CCC(Cc3ccccc3)CC2)c1O | -3 | 3 | 0 | -1 | 1 | 1 | -5 | -3 | -5
N/C(=N\O)c1ccc(NC(=O)c2cccs2)cc1 | 3 | -7 | 0 | -6 | -9 | 4 | -1 | -5 | -7
OCCN1CCN(CC(O)COCCOc2ccc(Br)cc2)CC1 (centres undefined) | 7 | -6 | 1 | -1 | 3 | -1 | 7 | 1 | 16
COc1ccc(-c2cc3cc(-c4cc(OC)c(OC)c(OC)c4)ccc3o2)cc1 | 2 | -1 | 0 | 5 | 1 | . | 2 | 1 | 2
COc1ccc(CC(=O)Nc2nc(-c3cccc([N+](=O)[O-])c3)cs2)cc1 | -7 | -1 | 2 | -5 | -6 | 0 | -12 | -9 | -3
CCNc1cc(Cl)nc(SC)n1 | 1 | 3 | 0 | 0 | 0 | 2 | 5 | 1 | -8
Cc1cc(=O)[nH]c2c(C)cc(S(=O)(=O)Nc3ccc(O)cc3)cc12 | -3 | 1 | -3 | 12 | -1 | -1 | -1 | 5 | 3
COc1cc([N+](=O)[O-])ccc1NC(=O)NNC(=O)CCc1ccccc1 | -3 | 6 | 3 | 0 | -4 | 3 | 2 | -4 | 20
COc1ccc(Br)cc1/C=N/NC(=O)CNC(=O)C1COc2ccccc2O1 (centres undefined) | -3 | 4 | 5 | -8 | -3 | -4 | 6 | -5 | -6
O=c1oc2ccccc2c(CNc2ccccc2)c1[N+](=O)[O-] | -2 | 9 | 4 | -2 | 5 | -25 | 2 | 1 | -2
C/C(=N\N=C1/NC(=O)C(C)S1)c1ccco1 (centres undefined) | 5 | 0 | 2 | -4 | 4 | 6 | 1 | -5 | 3
OCC1(Cc2ccccc2)CCN(Cc2ccccn2)CC1 | -1 | 0 | 9 | 2 | 4 | 3 | 3 | 4 | 8
CCOc1ccc(-n2c(=O)c3ccccc3c3ccccc3c2=O)cc1 | 2 | 4 | 2 | 3 | 0 | 10 | 3 | 0 | 10

The listing continues:
structure | PAD4 inh | pPAFAH FP inh | PAFAH1B2 inh | PME-1 inh | LYPLA2 inh | GSTO1 inh | PAFAH1B3 FP inh | LYPLA1 inh | PREPL inhibitor
Cc1cc(Cl)nc(-c2ccccc2)n1 | 0 | 4 | 0 | 2 | 3 | 0 | 8 | -1 | -4
Cn1c(=O)c([N+](=O)[O-])c(NCCc2ccccc2)c2ccccc21 | -9 | 6 | 5 | 4 | -1 | 1 | 0 | -3 | 12
N#CC1(NC(=O)CN2C(=O)NC(Cc3c[nH]c4ccccc34)C2=O)CCCCC1 (centres undefined) | 1 | 1 | 2 | . | . | . | 5 | . | 23
COc1ccc(NC(=O)CN2CCN(C(=O)N3CCOCC3)CC2)cc1 | -5 | -3 | -1 | -13 | -15 | 7 | -4 | 1 | -5
Cc1ccc(S(=O)(=O)Nc2cc(C)on2)cc1 | 4 | -4 | 1 | -4 | -7 | -4 | 3 | -2 | 9
CN(C)c1nc(-c2cn(CCC#N)c3ccccc23)cs1 | -1 | 2 | 3 | 0 | 2 | 1 | 7 | 0 | 4
CCCCNC(=O)CCC(=O)Nc1ccc2nc(N3CCOCC3)cc(C)c2c1 | 0 | 1 | 2 | -6 | -2 | 3 | 3 | -1 | 9
CCOC(=O)N1CCN(C2CC(=O)N(c3ccc(F)cc3)C2=O)CC1 (centres undefined) | 1 | 3 | 5 | 1 | 0 | -1 | 2 | 1 | 5
COc1ccc2cc3cc(C(=O)NC4CC4)sc3nc2c1 | 4 | 1 | 2 | -7 | 2 | -3 | 14 | -2 | 13
O=C(N/N=C/c1c(F)cccc1Cl)C1CC1 | 2 | 2 | 4 | 6 | -3 | -8 | -5 | -2 | -1
Cc1cc(C)n2nc(Cc3ccccc3)nc2n1 | 0 | 4 | 0 | 0 | -4 | 2 | -2 | 3 | 8
O=C(NC1CCCC1)C1CCCN(C(=O)Nc2ccccc2)C1 (centres undefined) | -1 | 10 | 5 | 3 | -1 | 2 | 2 | -3 | 1
Nc1c(S(=O)(=O)c2ccccc2)nnn1-c1ccccc1 | 6 | 10 | 5 | 4 | 6 | -3 | 9 | 0 | 3
CC1CCc2sc(NC(=O)c3ccc(N4C(=O)CCC4=O)cc3)c(C(N)=O)c2C1 (centres undefined) | -2 | 1 | 3 | -1 | 12 | -14 | 4 | 0 | 6
CCOC(=O)[C@@H]1[C@H]2COc3cc(OC)ccc3[C@H]2N2C(=O)N(c3cccc(F)c3)C(=O)[C@]12C | 4 | 1 | 1 | . | . | . | 2 | . | -58
COc1cc(CN2CCNC(=O)C2CC(=O)NC2CCC2)cc(OC)c1 (centres undefined) | -4 | 4 | 4 | -1 | 2 | 2 | -1 | -2 | 1
C=CCCOc1ccccc1C(N)=O | 3 | 1 | -2 | 9 | 0 | 2 | 8 | 1 | -4
CCn1c(=O)cc(SCC(=O)NCc2ccc(C)cc2)c2ccccc21 | 0 | 3 | 10 | 0 | -4 | 1 | 14 | -2 | -8
O=C(Cc1c(Cl)cccc1Cl)N1CCN(S(=O)(=O)c2cccs2)CC1 | -1 | -1 | 3 | 5 | -1 | . | -4 | 1 | 5
Cc1cc(NS(=O)(=O)c2ccc(NC(=O)Nc3cccc(Cl)c3)cc2)no1 | -7 | -3 | 3 | -11 | 1 | -22 | 0 | -11 | -8
COC(=O)c1nn(-c2ccc(OC)cc2)c(=O)cc1Oc1cccc(Cl)c1 | -3 | 1 | 5 | -2 | 4 | -6 | 1 | 3 | 13
Cc1ccc(-c2csc(NC(=O)C3CCN(S(=O)(=O)c4cccs4)CC3)n2)cc1 | 1 | -8 | 4 | -15 | -28 | -16 | 8 | -15 | -1
O=C(CSc1ncn[nH]1)Nc1ccccc1-c1ccccc1 | 5 | 1 | 8 | 3 | -1 | -5 | -1 | 0 | 18
CNC(=O)N(O)C1N(/N=C/c2ccc(C)cc2)C(=S)SC1(C)C (centres undefined) | -9 | 2 | 7 | -2 | -2 | 9 | 3 | -1 | 4
Cn1c2c(c(=O)n(C)c1=O)C(c1ccccc1OC(F)F)C1=C(CCCC1=O)N2 (centres undefined) | -2 | 4 | 4 | 0 | 0 | 1 | 6 | 1 | 4
Cc1cc2c(c(SCC#N)n1)C(=O)OC2 | -6 | -1 | 2 | -7 | -2 | -1 | 7 | 1 | -3
Cc1ccc(S(=O)(=O)N2CCCC2)cc1C(=O)NCCOc1ccccc1 | 2 | 3 | 6 | 3 | 0 | . | 10 | -1 | -2
Cc1ccc2oc(=O)n(CCOc3ccccc3Cl)c2c1 | 1 | 3 | -2 | 10 | 5 | 1 | -4 | 3 | -29
O=C1C2C3C=CC(C4CC34)C2C(=O)N1Cc1ccccc1 (centres undefined) | -17 | -8 | 6 | -5 | 2 | -3 | 3 | -1 | -2
COc1cc(/C=N/N(c2ccccc2)c2ccccc2)ccc1O | -2 | 27* | 6 | 9 | -2 | -3 | 12 | -1 | 5
COc1cccc(CN(CC(=O)NCC2CCCO2)C(=O)CCC(=O)Nc2cc(C)on2)c1 (centres undefined) | -2 | 1 | 7 | -4 | 2 | 3 | -3 | 0 | -2
COc1ccc(NC(=O)CN2C(=O)CSC2=O)cc1 | -2 | 6 | 4 | 3 | 1 | 2 | 9 | 4 | 3
CC(C)/C=C/CN1CCN(CCCc2ccccc2)C(CCO)C1 (centres undefined) | 4 | -3 | 5 | 5 | -4 | -1 | 6 | -1 | 13
